BLM inh: inhibitors of human Bloom syndrome helicase BLM; P54132; recombinant BLM DNA unwinding, fluorescence dequenching; Potency, µM (doses to about 56.1 µM), inactives show at the highest dose activity change, negative = inhibition, actives largely listed as inhibitors; actives 0.2% (n = 350,000); AID 2528;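 further: potency means the concentration at half of the fitted maximal effect; plate controls were vehicle for no effect and no enzyme for full effect; nearly all actives have a fitted effect of over 35% in size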
POLK inh: inhibitors of human DNA polymerase kappa | Q9UBT6 | purified Pol kappa, fluorescent DNA synthesis assay, 10 min | Potency, µM (series often up to 107 µM), for inactives: at the highest dose activity, negative = inhibition, most hits filed as inhibitors | actives 0.53% (n = 400,000); further: potency means the concentration at half of the fitted maximal effect; on the % scale 0 is the no-effect control and ±100 the full control effect
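Kinetic fluorescence screen: compound preincubated 15 min RT with 10 nM enzyme; 50 nM substrate (final) initiates; reads at 0/10 min.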
Pol beta inh: inhibitors of human DNA polymerase beta | P06746 | Pol beta primer extension/strand displacement, fluorescence kinetic | Potency, µM (doses to about 114 µM), without a hit: top-dose activity change, negative = inhibition, usual class: inhibitors | actives 1.3% (n = 340,000) | AID 485314; further: potency means the concentration at half of the fitted maximal effect; on the % scale 0 is the no-effect control and ±100 the full control effect
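Kinetic readout of DNA synthesis with strand displacement by Pol beta. Compound and 10 nM enzyme sit 15 min at room temperature; 50 nM substrate starts the reaction, read immediately and at 10 min.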
12-LOX inh: inhibitors of human 12S-lipoxygenase ALOX12. purified 12hLO, xylenol orange hydroperoxide absorbance. Potency, µM (top dose mostly 108 µM), for the others: at the top dose activity change, negative = inhibition, most hits filed as inhibitors. actives 1.1% (n = 580,000). AID 1671190; further: potency means the concentration at half of the fitted maximal effect; on the % scale 0 is the no-effect control and ±100 the full control effect
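Purified human 12hLO at 150 nM in 25 mM Hepes, 0.01% Triton X-100, pH 7.0, preincubated 15 min at room temperature with compound. Reaction started with 40 uM arachidonic acid, 30 min at room temperature. Hydroperoxide measured by Fe-xylenol orange, 573/405 nm absorbance ratio.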
ERG Ets-DNA blk: ERG Ets/DNA interaction inhibition; P11308; fluorescence polarization, His-ERG Ets domain / labelled DNA; Potency, µM (series often up to 76.9 µM), inactives show top-dose FP activity, negative = inhibition, actives largely listed as inhibitors; actives 0.028% (n = 370,000); active means well fitted inhibition curve with a large enough effect in the polarisation, with a control signal flat; inconclusive means small, poorly fitted or top-dose-only effect, or effect the other way, or a change in a side signal; inactive means no such curve, though single readings can be large or run the other way; the % refers to the polarisation;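 further: polarization taken with two DNA probes labelled with fluorescein and Texas red; potency means the concentration at half of the fitted maximal effect; % of control where 0% means no effect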
Target sequence (P11308 whole entry, looked up, the tested form may be a part): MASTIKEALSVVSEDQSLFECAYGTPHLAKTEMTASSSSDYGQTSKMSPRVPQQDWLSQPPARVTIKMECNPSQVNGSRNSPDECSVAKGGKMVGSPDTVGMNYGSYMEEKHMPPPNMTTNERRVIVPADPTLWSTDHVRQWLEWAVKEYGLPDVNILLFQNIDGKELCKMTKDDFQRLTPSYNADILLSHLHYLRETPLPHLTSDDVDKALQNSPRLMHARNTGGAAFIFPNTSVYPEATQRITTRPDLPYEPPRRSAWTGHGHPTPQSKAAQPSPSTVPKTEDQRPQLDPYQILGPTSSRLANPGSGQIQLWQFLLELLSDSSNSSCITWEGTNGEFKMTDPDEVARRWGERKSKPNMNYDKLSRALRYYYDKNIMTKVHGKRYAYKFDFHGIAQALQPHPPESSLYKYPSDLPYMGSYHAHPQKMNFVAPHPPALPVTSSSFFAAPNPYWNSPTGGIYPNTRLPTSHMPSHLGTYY
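His-tagged ERG Ets domain (1 uM in the protein solution; 300mM KCl, 50mM Tris-HCl, 1mM EDTA, 1mM DTT, pH 7.5) received compound, then a probe mix of 5 nM fluorescein-DNA and 100nM Texas-615-DNA. Fluorescence polarization was read for both dyes.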
APE1 inh: inhibitors of human APE1 endonuclease; P27695; recombinant APE1, TAMRA/BHQ-2 abasic DNA cleavage fluorescence; Potency, µM (titrated, usually from 65.8 µM), for the others: top-dose activity change, negative = inhibition, usual class: inhibitors; actives 0.35% (n = 350,000); AID 2517;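 further: potency means the concentration at half of the fitted maximal effect; plate controls were vehicle for no effect and reference inhibitor for full effect; nearly all actives have a fitted effect of over 55% in size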
Target sequence (P27695 whole entry, looked up): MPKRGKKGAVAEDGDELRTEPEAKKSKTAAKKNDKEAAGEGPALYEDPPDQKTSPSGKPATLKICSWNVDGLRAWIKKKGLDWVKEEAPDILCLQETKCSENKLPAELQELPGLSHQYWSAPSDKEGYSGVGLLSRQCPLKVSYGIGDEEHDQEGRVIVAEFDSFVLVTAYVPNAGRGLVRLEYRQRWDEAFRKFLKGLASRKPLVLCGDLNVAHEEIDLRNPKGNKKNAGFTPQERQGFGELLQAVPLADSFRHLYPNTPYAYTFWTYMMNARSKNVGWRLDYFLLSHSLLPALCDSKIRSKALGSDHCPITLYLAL
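APE1 at 0.75 nM preincubated 15 min at room temperature with compound. Reaction then started with 50 nM double-stranded THF-abasic substrate labelled with TAMRA/BHQ-2, and 525/598 nm fluorescence read kinetically. Activity taken as third-minus-first read difference, normalized to DMSO and NSC13755 controls.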
TRHR agonist: TRH receptor (human) agonism | AID 493084 | TRHR cells, calcium flux fluo-8, FDSS agonist mode | P34981 | actives 0.18% (n = 360,000) | activation, % at 2 µM; in the data active means activation above about 30%; further: 0% is about no effect
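Steps: seed TRHR cells overnight; add fluo-8 no-wash Ca dye, RT 30 min–1.5 h; record 10 s baseline; pin-transfer compounds; monitor fluorescence 1 cycle/s for the agonist window. Calcium increases flag candidate agonists.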
Apoferritin bind: candidate novel general anesthetic via apoferritin binding. P02791. apoferritin/1-aminoanthracene competitive binding, fluorescence. Potency, µM (titrated, usually from 77.5 µM), inactives show top-dose activity change, negative = displacement, hits mostly inhibitors. actives 0.074% (n = 350,000). AID 485281; further: potency means the concentration at half of the fitted maximal effect; on the % scale 0 is the no-effect control and ±100 the full control effect; nearly all actives have a fitted effect of over 20% in size
Target sequence (P02791 2-175 limits assumed): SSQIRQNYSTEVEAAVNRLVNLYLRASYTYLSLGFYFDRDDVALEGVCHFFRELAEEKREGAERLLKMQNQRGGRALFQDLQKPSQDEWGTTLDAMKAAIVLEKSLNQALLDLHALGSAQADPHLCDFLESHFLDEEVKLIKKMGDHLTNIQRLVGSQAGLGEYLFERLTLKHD
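In PBS, apoferritin at 10 uM is loaded with 1-AMA from a 50% saturated solution. After 10 min of compound exposure at ambient temperature, reduced 535 nm fluorescence indicates probe displacement.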
Pol iota inh: blocks human DNA polymerase iota activity. Q9UNA4. Pol iota fluorescent replication assay, 10 min. Potency, µM (highest dose often 115 µM), for the others: top-dose activity, negative = inhibition, actives largely listed as inhibitors. actives 1% (n = 390,000); further: potency means the concentration at half of the fitted maximal effect
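Pol iota at 10 nM preincubated 15 min with compounds at room temperature; reaction started with fluorescent substrate, 50 nM final. Fluorescence read kinetically at 0 and 10 min; buffer-only wells as negative control.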
* marks the source's active call; other numbers are inactive results; i = inactive; ? = inconclusive; · = no result given; & = joins results of further samples; [ ] = dose if it differs, or a comment. Unless noted, the call rests on the fitted dose curve; in most records, active means well fitted curve in the direction sought with a large enough effect; inconclusive means small, poorly fitted or top-dose-only effect, or another doubt; inactive means no such curve, though single readings can be large; an effect the other way counts as inactive or inconclusive. Only part of the results is shown; the hit share may differ from the screen's.

SMILES	BLM inh	POLK inh	Pol beta inh	12-LOX inh	ERG Ets-DNA blk	APE1 inh	TRHR agonist	Apoferritin bind	Pol iota inh
CCNC(=O)CC1C(=O)N(c2ccc(F)cc2)C(=O)N1CCOC (stereo not given)	-1%	4%	-3%	-6%	-2%	·	0.5	3%	23%
COc1cccc(CN2CCN(C(=O)c3cccc(OC)c3)CC2)c1	-5%	16%	-1%	?	-8%	37%	-0.3	-4%	17%
COc1ccc(CCNCc2c(C(=O)O)c(C)n(Cc3ccccc3C)c2C)c(OC)c1	2%	-6%	4%	-23%	3%	·	0.1	-4%	20%
CCc1cccc(NC(=O)Cn2ccn3nc(-c4ccc(OC)c(OC)c4)cc3c2=O)c1	-19%	-2%[60.1 µM]	?	?	-4%	·	0.0	46%[activator]	-7%
CC1CC(C)CN(S(=O)(=O)N2CCCC(C(=O)NCCCN3CCOCC3)C2)C1 (stereo not given)	0%	-3%	-11%	?	-13%	81%[activator]	-0.2	-4%	54%[activator]
COc1cccc(NC(=O)NNC(=O)c2ccc3c(c2)NC(=O)C(C)(C)O3)c1	2%	6%	22%	-2%	?	57%[activator]	0.2	-2%	48%[activator]
NS(=O)(=O)c1ccc(CCNC(=O)CNC(=O)c2ccccc2F)cc1	-5%	2%	22%	-12%	-9%	32%	-0.4	6%	100%[activator]
Cc1ccc(/C=N/NC(=O)Nc2ccccc2)o1	2%	-3%	1%	-8%	-1%	-2%	-0.6	1%	15%
Cc1ccc(/C=N/n2c(C)n[nH]c2=S)o1	3%	0%	18%	?	3%	-2%	-0.8	-20%	98%[activator]
NC(=S)Nc1nccc(-c2cccs2)n1	-4%	-8%	-10%	?	-4%	-3%	-0.3	-7%	?
O=[N+]([O-])c1ccc2c(c1)C(O)n1ncnc1S2 (stereo not given)	-5%	3%	24%	-5%	4%	13%	0.0	-4%	49%[activator]
Cc1c(NC(=O)CN2C(=O)NC3(CCCCC3)C2=O)c(=O)n(-c2ccccc2)n1C	-3%	2%	13%	-8%	-6%	5%	-1.4	-3%	39%[activator]
CCc1cccc(C)c1NS(=O)(=O)c1cc2[nH]c(=O)c(=O)[nH]c2cc1C	1%	2%	-1%	?	3%	·	0.1	-6%	5%
CCNC(=S)NNC(=O)c1ccc(OC)cc1	-3%	3%	-22%	5%	7%	6%	0.3	-7%	5%
CCCCNC(=O)c1cc(-c2ccc(Cl)c(Cl)c2)on1	-7%	-6%	2%	-18%	12%	·	-0.1	-11%	-1%
COCCn1ccc2c(OCC(=O)Nc3c(C)cc(C)cc3C)cccc2c1=O	-4%	-13%[60.1 µM]	0%	-33%	-1%	·	0.3	-1%	20%
Cc1csc2ncc(C(=O)N3c4ccccc4CC3C)c(=O)n12 (stereo not given)	2%	-20%	0%	-5%	-6%	4%	-0.4	-9%	0%
CCOC(=O)COc1ccccc1C1C(C(=O)OC)=C(C)NC2=C1C(=O)c1ccccc12 (stereo not given)	-8%	-24%	23%	?	-1%	·	-1.1	?	0%
Nc1ccc(C(=O)N2N=C(c3ccc(F)cc3)CC2(O)C(F)(F)F)cc1 (stereo not given)	-8%	-12%	18%	0%	0%	4%	0.4	-13%	-14%
COC(=O)C1=C(C)N(Cc2ccccc2)C(=NCc2cccc(C(F)(F)F)c2)N[C@H]1c1cccc(C(F)(F)F)c1	-7%	-14%	-7%	·	-5%	-35%&-11%	1.1	?	22%
CC(C)CC1NC(=S)N(C2CCCCC2)C1=O (stereo not given)	-5%	-9%	12%	0%	-5%	-1%	0.3	-1%	-11%
COc1ccc(Cc2nc(N)nc(N)n2)cc1	2%	-19%	-2%	496%[activator]	-6%	2%	0.3	7%	9%
COCCCNC(=S)N/N=C/c1ccc(OC)c(Br)c1	-3%	0%	5%	25µM*	0%	11%	-0.7	5%	-20%
CC(/C=C/c1ccccc1F)=N\NC(=O)c1cccc(F)c1	0%	-13%	1%	16%	12%	12%	0.0	-10%	113%[activator]
O=c1oc(/C=C/c2ccco2)nc2sc3c(c12)CCC3	-12%	?	?	0%	4%	12%	0.2	-12%	?
(further entries)
SMILES	BLM inh	POLK inh	Pol beta inh	12-LOX inh	ERG Ets-DNA blk	APE1 inh	TRHR agonist	Apoferritin bind	Pol iota inh
CCOC(=O)CC[C@H](NC(=O)Cn1cc(C)c(=O)[nH]c1=O)C(=O)OCC	·	-7%	·	?	-4%	·	·	·	11%
CC(C)CNS(=O)(=O)c1ccc(CCC(=O)NC2CCCC2)cc1	-1%	18%	32%	1%	3%	-3%	-0.2	-5%	9%
COc1ccc(CCNC(=O)C2CCN(S(=O)(=O)c3c(C)noc3/C=C/c3ccc(C)cc3)CC2)cc1OC	-1%	-5%[60.1 µM]	-2%	?	-3%	·	0.0	-1%	29%
Cc1ccc(OCc2ccc(C(=O)Nc3nccs3)o2)cc1C	-6%	3%	-1%	0%	6%	-3%	0.5	?	-9%
CCN1CCN(C(c2cccs2)C(C)NC(=O)c2ccccc2)CC1 (stereo not given)	-3%	-15%	7%	56%	-10%	-8%	0.6	-3%	4%
O=C(NNC(=O)c1cc(C(F)(F)F)cc(C(F)(F)F)c1)c1ccc(Cl)cc1	-2%	1%	32%	i	5%	8%	0.0	-4%	7%
O=C1N(Cc2cccc(Cl)c2)C[C@@H]2C[C@@H](c3ccccn3)N3CCC[C@@]123	-2%	-2%	7%	-4%	-3%	2%	-1.0	-13%	29%
C=CCn1c(SCC(=O)Nc2nc3ccccc3s2)nc(O)c(CC)c1=O	0%	8%	?	?	-8%	15%	-0.1	-3%	18%
O=C(COC(=O)C12CC3CC(CC(Br)(C3)C1)C2)N1CCOCC1	-4%	1%	9%	-1%	-6%	-9%	0.3	-19%	13%
Cc1ccc(Cn2c(SCCN3CCCCC3)nc3c2c(=O)n(C)c(=O)n3C)cc1	-11%	-10%	7%	41%&-18%[activator]	3%	3%	-0.1	-13%	-6%
O=C(COc1ccccc1)N1CCN=C1SCc1ccccc1	-3%	-6%	35%[activator]	264%[activator]	-4%	0%	0.0	-19%	100%[activator]
CC1Cc2ccccc2N1CC(=O)Nc1ccc2c(c1)OC(F)(F)O2 (stereo not given)	-12%	-3%	0%	0%	-7%	-7%	-0.6	-1%	19%
CCCn1c(N2CCC(Cc3ccccc3)CC2)nc2c1c(=O)[nH]c(=O)n2C	-5%	-9%	3%	0%	-7%	-2%	-0.9	?	15%
O=C(COC(=O)CCc1ccccc1)NC12CC3CC(CC(C3)C1)C2	-12%	-16%	2%	5%	2%	-2%	-0.8	?	34%[activator]
Cc1ccc(C(=O)NCCc2nnc3ccc(SCC(=O)N4CCCC4)nn23)cc1	-10%	-9%	30%	323%[activator]	6%	1%	0.9	-11%	27%
CCN(CC)S(=O)(=O)c1ccc(C(=O)/C=C/c2ccc(-c3ccc([N+](=O)[O-])cc3)o2)cc1	-13%	2%	?	7%	-2%	-2%	3.4	-7%	2%
Cc1nn(CC(=O)NC(C)c2ccccc2)c(=O)c2cc3occc3n12 (stereo not given)	-7%	0%	48%	-3%	-1%	·	1.4	0%	4%
Cc1cc(-n2ccnc(NCCc3ccc(S(N)(=O)=O)cc3)c2=O)ccc1Br	-6%	-5%	0%	-24%	0%	·	-0.2	-21%	24%
CCN(CC)Cc1csc(C(N)=O)c1	-5%	-19%	9%	-13%	-3%	0%	0.6	30%	11%
CCOc1ccccc1NC(=O)CCc1ccc(C)o1	1%	-5%	-2%	0%	-6%	5%	0.0	4%	-1%
CCc1ccccc1NC(=O)CNC(=O)CCNC(=O)Nc1ccccc1	·	-9%	·	363%[activator]	·	1%	0.4	·	26%
CC(C)CNC(=O)C1CCN(S(=O)(=O)c2ccc3c(c2)OCCO3)CC1	·	3%	·	10%	-3%	30%	-0.3	·	33%[activator]
N/C(=N\N=C\c1ccco1)SC1CC(=O)N(c2ccccc2)C1=O (stereo not given)	2%	-27%	14%	10%	-4%	11%	-0.2	-7%	123%[activator]
CC/C(=C\c1ccc(N(C)C)cc1)c1ccncc1	·	-3%	·	-5%	-5%	·	·	·	-2%
O=C1NCCCCC1NS(=O)(=O)c1ccccc1 (stereo not given)	-4%	1%	-15%	3%	4%	72%[activator]	0.1	4%	-6%
(next part)
SMILES	BLM inh	POLK inh	Pol beta inh	12-LOX inh	ERG Ets-DNA blk	APE1 inh	TRHR agonist	Apoferritin bind	Pol iota inh
O=C(N/N=C\C=C\c1ccco1)c1cncc(Br)c1	?	89µM*	?	59%[activator]	8%	-2%	0.3	7%	20µM*
CCN(C(=O)COC(=O)COc1ccc2c(c1)CCC2)c1c(N)n(Cc2ccccc2)c(=O)[nH]c1=O	·	-3%	·	-10%	4%	-4%	0.0	·	72%[activator]
O=C(NCCCn1ccnc1)C1c2ccccc2Oc2ccccc21	1%	-16%	18%	0%	-6%	0%	-1.0	-6%	11%
COC(=O)c1sc(S(=O)(=O)NCc2ccccc2)c(C(=O)OC)c1C	0%	-22%	31%	-15%	0%	3%	-0.8	-23%	8%
Cc1ccc(-c2cc(N)nc(-c3ccccc3)c2)cc1	-6%	-16%	5%	?	0%	-12%	1.0	-7%	49%[activator]
COc1ccc(CCNS(=O)(=O)c2ccc(-c3ccc(=O)[nH]n3)o2)cc1OC	-1%	4%	-17%	52%[activator]	7%	20%	0.0	-7%	-12%

Only Pol iota inh, ERG Ets-DNA blk and 12-LOX inh (three entries from above):
| mol | Pol iota inh | ERG Ets-DNA blk | 12-LOX inh |
| --- | --- | --- | --- |
| CCN(C(=O)COC(=O)COc1ccc2c(c1)CCC2)c1c(N)n(Cc2ccccc2)c(=O)[nH]c1=O | 72%[activator] | 4% | -10% |
| COC(=O)c1sc(S(=O)(=O)NCc2ccccc2)c(C(=O)OC)c1C | 8% | 0% | -15% |
| Cc1ccc(-c2cc(N)nc(-c3ccccc3)c2)cc1 | 49%[activator] | 0% | ? |

From PubChem BioAssay
